# Bioassay records: PubChem, NCI
# NCI-60 one-dose screen, 48 h, at 10 µM unless noted. Numbers give growth in % (100 = growth as untreated, 0 = no growth, -100 = all killed).
# UACC-257: UACC-257 melanoma. AID 1794764. 78,000 compounds, 4.4% hits
# SK-MEL-28: SK-MEL-28 melanoma | 81,000 compounds, 4.1% hits | AID 1794761
# UACC-62: UACC-62 melanoma. 81,000 compounds, 5.4% hits. AID 1794756
# MALME-3M: MALME-3M melanoma; AID 1794766; 78,000 compounds, 5.8% hits
# M14: M14 melanoma; 80,000 compounds, 6.2% hits
# MDA-MB-435: MDA-MB-435 melanoma; AID 1794794; 82,000 compounds, 7.8% hits
# SK-MEL-2: SK-MEL-2 melanoma; 77,000 compounds, 4.7% hits; AID 1794763
# SK-MEL-5: SK-MEL-5 melanoma | AID 1794755 | 80,000 compounds, 6.4% hits
# Starred values were filed as active, the others as inactive; . = not tested or not shown; [ ] = remark or other dose. Rule for the calls: active = growth percent below 10; inactive = the rest. The order is random. About 11% of those tested had a hit in this group.
1) CC1=C(C(=O)OCC(C)C)C(c2ccc3c(c2)OCO3)NC(=S)N1 (centres undefined)
2) COc1ccc(NC(=O)C2CCN(c3nc(C(F)(F)F)ccc3C#N)CC2)cc1
3) CC(C)c1ccccn1
4) O=C(/C=C/c1cn(-c2ccccc2)nc1-c1ccc(Cl)cc1)OCc1cn(-c2ccccc2[N+](=O)[O-])nn1
5) CCN(CC)CCSC1OC(=O)c2ccccc21 (centres undefined)
6) Oc1cccc2ccc(N/N=C/c3cc(CN4CCOCC4)c(O)c4ncccc34)nc12
Compound,1,2,3,4,5,6
UACC-257,96,98,104,106,71,18
SK-MEL-28,119,104,101,115,101,24
UACC-62,90,93,98,77,99,2.2*
MALME-3M,105,97,90,104,96,16
M14,120,93,86,101,88,4.8*
MDA-MB-435,103,93,104,105,101,24
SK-MEL-2,101,106,96,98,99,25
SK-MEL-5,92,89,97,88,101,.

7) O=C(O)c1ccc2c(c1)C(=O)c1ccccc1C2=O
8) C[C@H]1[C@H](C)CC[C@]2(C(=O)NCCNCCN)CC[C@]3(C)C(=CC[C@@H]4[C@@]5(C)CCC(=O)C(C)(C)[C@@H]5CC[C@]43C)[C@H]12
9) CNC(=O)c1cc(N2CCc3c2ccc(NC(=O)c2ccc(N4CCOCC4)c(C(F)(F)F)c2)c3F)ccn1
10) COC(=O)C1NC(=S)N(c2ccc(Cl)cc2)C1/C=C/c1ccccc1 (centres undefined)
11) O=C1c2c(c3c4ccccc4[nH]c3c3ccc4ccccc4c23)C(=O)N1CCO
12) Cc1cc(=O)[nH]c2ccc(Cc3ccccc3)cc12
Compound,7,8,9,10,11,12
UACC-257,.,89,108,99,100,66
SK-MEL-28,111,81,107,118,96,102
UACC-62,95,78,93,89,57,61
MALME-3M,102,71,94,103,75,.
M14,101,41,107,87,69,77
MDA-MB-435,102,-76*,102,86,83,79
SK-MEL-2,105,91,103,102,80,79
SK-MEL-5,98,85,97,102,71,79

13) C(CCCC1=NCCO1)CCCC1=NCCO1
14) O=C1CCC(=O)N1c1ccccc1Cl
15) Cc1ccc(S(=O)(=O)Oc2ccc(-c3ccc4sccc4c3)cc2)cc1
16) COc1cccc(-n2cc(-c3nc(Cl)c4ccccc4n3)nn2)c1
17) Cc1onc(C(=O)NNC(=O)Nc2ccc(Cl)cc2)c1C(=O)N1CCN(C(c2ccccc2)c2ccccc2)CC1
18) COc1ccc(-c2nc(C(C)C(=O)O)n(-c3nc(C)cc(-n4nc(C(C)C(=O)O)nc4-c4ccc(OC)cc4)n3)n2)cc1 (centres undefined)
Compound,13,14,15,16,17,18
UACC-257,104,.,98,110,107,97
SK-MEL-28,95,126,98,95,96,92
UACC-62,93,105,74,97,82,83
MALME-3M,106,100,100,104,104,92
M14,109,88,104,106,99,87
MDA-MB-435,109,103,96,97,97,102
SK-MEL-2,98,95,100,90,98,109
SK-MEL-5,100,105,97,95,87,95

# Rewritten field by field: 4 of the compounds above
15. Cc1ccc(S(=O)(=O)Oc2ccc(-c3ccc4sccc4c3)cc2)cc1
  UACC-257 = 98; SK-MEL-28 = 98; UACC-62 = 74; MALME-3M = 100; M14 = 104; MDA-MB-435 = 96; SK-MEL-2 = 100; SK-MEL-5 = 97

16. COc1cccc(-n2cc(-c3nc(Cl)c4ccccc4n3)nn2)c1
  UACC-257 = 110; SK-MEL-28 = 95; UACC-62 = 97; MALME-3M = 104; M14 = 106; MDA-MB-435 = 97; SK-MEL-2 = 90; SK-MEL-5 = 95

17. Cc1onc(C(=O)NNC(=O)Nc2ccc(Cl)cc2)c1C(=O)N1CCN(C(c2ccccc2)c2ccccc2)CC1
  UACC-257 = 107; SK-MEL-28 = 96; UACC-62 = 82; MALME-3M = 104; M14 = 99; MDA-MB-435 = 97; SK-MEL-2 = 98; SK-MEL-5 = 87

18. COc1ccc(-c2nc(C(C)C(=O)O)n(-c3nc(C)cc(-n4nc(C(C)C(=O)O)nc4-c4ccc(OC)cc4)n3)n2)cc1 (centres undefined)
  UACC-257 = 97; SK-MEL-28 = 92; UACC-62 = 83; MALME-3M = 92; M14 = 87; MDA-MB-435 = 102; SK-MEL-2 = 109; SK-MEL-5 = 95

# Next part:
19) CCCc1cc(=O)n2c(C(=O)Nc3ccc(Cl)cc3C)c(C(=O)Nc3ccc(F)cc3)sc2n1
20) N#CC1C=Cc2ccccc2N1C(=O)c1ccccc1 (centres undefined)
21) C=CCc1cccc(C)c1O
22) O=C(/C=C\c1ccccc1)CCN1CCOCC1
23) O=C(/C=C/c1ccccc1)c1ccccc1
24) O=C(C[n+]1ccc(-c2ccccn2)cc1)c1ccc(O)c(O)c1
Compound,19,20,21,22,23,24
UACC-257,78[30 µM],104,.,92,106,110
SK-MEL-28,104[30 µM],119,110,116,115,102
UACC-62,89[30 µM],90,.,104,102,97
MALME-3M,76[30 µM],113,97,125,128,101
M14,73[30 µM],112,99,112,98,95
MDA-MB-435,93[30 µM],92,112,97,77,.
SK-MEL-2,95[30 µM],.,104,130,101,112
SK-MEL-5,82[30 µM],109,108,102,84,101

25) Cn1c(=O)c2[nH]c(SCC(=O)c3ccc(Cl)cc3)nc2n(C)c1=O
26) COC(=O)C12C3C(=O)N(c4ccc(Cl)cc4)C(=O)C3C(c3cn(-c4ccccc4)nc3C)N1[C@H](c1cn(-c3ccccc3)nc1C)[C@@H]1C(=O)N(c3ccc(Cl)cc3)C(=O)[C@@H]12 (some centres undefined)
27) C=C1C(=O)O[C@H]2[C@H]1CC/C(COC(=O)c1c[nH]c3ccccc13)=C\CC[C@@]1(C)O[C@@H]21
28) N#Cc1cnc(-n2cc(C#N)c(-c3ccccc3)n2)nc1N
29) O=C(O)c1cccc([N+](=O)[O-])c1O
30) COc1cc(-c2nc(SC(C)C)nc(NC(C)(C)C)c2C#N)cc(OC)c1OC
Compound,25,26,27,28,29,30
UACC-257,105,97,-59*,119,107,114
SK-MEL-28,98,98,-64*,119,116,100
UACC-62,100,101,-69*,111,.,84
MALME-3M,90,104,-74*,122,.,104
M14,98,104,-65*,111,94,103
MDA-MB-435,95,100,-83*,112,101,97
SK-MEL-2,115,103,-41*,94,118,103
SK-MEL-5,94,98,-98*,111,105,96

# For reference, some entries already given.
29) O=C(O)c1cccc([N+](=O)[O-])c1O
30) COc1cc(-c2nc(SC(C)C)nc(NC(C)(C)C)c2C#N)cc(OC)c1OC
Compound,29,30
UACC-257,107,114
SK-MEL-28,116,100
UACC-62,.,84
MALME-3M,.,104
M14,94,103
MDA-MB-435,101,97
SK-MEL-2,118,103
SK-MEL-5,105,96

# Other records follow:
31) CCCCC(=O)O[C@]1(C(=O)CO)CCC2C3CCC4=CC(=O)CC[C@]4(C)C3[C@@H](O)C[C@@]21C (some centres undefined)
32) O=C(/C=C/c1ccccc1)Nc1ncccc1OCc1cn(Cc2cccc(Cl)c2)nn1
33) S=C(S)N(Cc1ccccc1)Cc1ccccc1 (tested in a mixture with another compound)
34) Cc1cccc(C(=O)c2ccc(Cl)cc2)c1O
35) c1ccc(-c2nc(-c3ccccc3)nc(-c3ccccc3)n2)cc1
Compound,31,32,33,34,35
UACC-257,95,108,79,104,109
SK-MEL-28,105,108,71,108,103
UACC-62,98,81,42,104,92
MALME-3M,84,103,85,105,101
M14,96,98,56,111,99
MDA-MB-435,96,104,52,105,111
SK-MEL-2,119,93,64,.,89
SK-MEL-5,98,66,38,98,104
